# High-throughput results from PubChem BioAssay.
# GAA glycogen mod = inhibitors or activators of human alpha-glucosidase glycogen cleavage. P10253. AID 2100. Potency, µM (series often up to 76.4 µM), inactives show at the top dose activity change, negative = inhibition, hits mostly inhibitors. recombinant GAA, glycogen substrate, Amplex Red glucose oxidase fluorescence. 300,000 tested, 0.38% active; active = well fitted inhibition curve with a large enough effect; inconclusive = small, poorly fitted or top-dose-only effect, or another doubt; inactive = no such curve, though single readings can be large or run the other way;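 note: 0% = full enzyme reaction and -100% = no-enzyme basal signal; the screen sought inhibitors and activators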
#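 Recombinant enzyme (4 nM final) with compounds titrated up to 77 uM and bovine liver glycogen (30 ug) in citrate pH 5.0, 0.01% Tween-20, 37 C 40 min. Released glucose detected by Amplex Red/glucose oxidase (Ex 573/Em 610); AC50 from Hill fits.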
# Active calls of the source: *; ? = inconclusive; [ ] = dose if it differs, or a comment. Potency is the fitted concentration of half-maximal effect.
SMILES,GAA glycogen mod
CCN1C(=O)/C(=C2\SC(=S)N(NC(=O)c3cccnc3)C2=O)c2ccccc21,-5.0%
Cc1ccc(NC(=O)CC(=O)Nc2ccc(C)cc2C)c(C)c1,7.7%
COc1ccc(C2(C)NC(=O)N(CC(=O)c3ccc4c(c3)OCO4)C2=O)cc1 (configuration not stated),0.8%[76.3 µM]
O=c1c2c([N+](=O)[O-])cc([N+](=O)[O-])cc2sn1Cc1ccccc1,1.4%
O=Cc1cn(CC(O)Cn2cc(C=O)c3ccccc32)c2ccccc12,-1.4%
O=[N+]([O-])c1cccc(/C=N/N=C\c2ccccc2)c1,0.1%[76.3 µM]
CC(C)(C)Nc1nc(-c2ccccn2)nc2ccccc12,-0.7%
CCOCCCNC(=O)c1ccc(N2CC3CC(C2)c2cccc(=O)n2C3)c(NC(=O)Nc2cccc(OC)c2)c1 (configuration not stated),-0.7%[76.3 µM]
COC(=O)c1ccc2[nH]c(CO)c(-c3ccccc3)c2c1,12.4%[76.3 µM]
CC(C)c1ccc(OCCCCN2CCCCC2)cc1,1.2%
N#C/C(C(=O)Nc1ccc(Cl)cc1)=C(/S)Nc1ccccc1,-1.2%
O=C(O)C1CCN(S(=O)(=O)c2ccc(N3CCC(O)CC3)c([N+](=O)[O-])c2)CC1,-1.4%[76.3 µM]
O=C(NCCCC1CCCC1)C1CCC(=O)N(Cc2cccc(F)c2)C1 (configuration not stated),1.3%[76.3 µM]
CC(C)CCNC(=O)CCn1nc(-c2ccc(Cl)cc2)ccc1=O,1.1%
O=C1COc2ccc(C(=O)COC(=O)c3cc(S(=O)(=O)N4CCOCC4)ccc3F)cc2N1,-2.3%[76.3 µM]
Cc1ccc(NC(=O)NCCCN2CCCC2=O)c(C)c1,-1.8%[76.3 µM]
CC(=O)Oc1ccc(C(=O)Nc2cccnc2)cc1,5.5%[76.3 µM]
Cc1nn(C)c(C)c1CCC(=O)N1CCCC(N2CCN(c3ccc(F)cc3)CC2)C1 (configuration not stated),-4.9%[76.3 µM]
Cc1cc(Nc2cccc(Cl)c2)nc2ccc(NC(=O)COc3ccc(Cl)cc3)cc12,11.7%[76.3 µM]
O=C(NCCCN1CCOCC1)c1ccc2c(c1)N(Cc1c(F)cccc1Cl)C(=O)CS2,3.5%
CCOc1ccccc1C(=O)N(C)CC(=O)Nc1ccc(OC)cc1,3.8%
Cc1oc2ccc(OC(C(=O)O)c3ccccc3)cc2c1C(=O)O (configuration not stated),6.2%
CCOC(=O)c1ccccc1NC(=O)c1cc2ccccc2o1,3.2%[76.3 µM]
O=C(CSc1nnc(-c2cccc(F)c2)o1)N1CCCC1,-15.5%
COC(=O)c1ccc(COc2ccc(C(C)(C)C)cc2)o1,-21.3%
# The list goes on.
SMILES,GAA glycogen mod
CCC(CC)COC(=O)C1=C(C)NC(=O)NC1c1ccc2c(c1)OCO2 (configuration not stated),2.5%[76.3 µM]
CCN(Cc1ccccc1)S(=O)(=O)c1ccc(C(=O)N(CCCN(C)C)c2nc3cc4c(cc3s2)OCO4)cc1,-3.8%[76.3 µM]
CCOc1c(C)cc(S(=O)(=O)NCc2cccnc2)c(C)c1C,-10.4%[76.3 µM]
CCCC(=O)Nc1ccc2nc(SCCOc3ccccc3)sc2c1,13.1%[76.3 µM]
CCOc1ccc(-c2n[nH]c(=S)c3ccccc23)cc1,2.3%
CCC1CCCCN1CCCCOc1cccc(Cl)c1 (configuration not stated),3.2%
O=C(CN(C(=O)c1csnn1)c1ccccc1F)NCc1ccccc1,2.3%
CCCCc1nc2cc(C(=O)N3CCN(c4nc(C)cnc4C)CC3)ccc2o1,0.1%[76.3 µM]
Cc1cc(SCc2ccc(Cl)cc2Cl)nc(=O)[nH]1,1.3%[76.3 µM]
Cc1cc(S(=O)(=O)N2CCOCC2)ccc1OCC(=O)Nc1ccccc1F,-0.6%
FC(F)(F)c1ccccc1CNCc1ccncc1,-4.3%[76.3 µM]
CC(=O)Nc1ccc(NC(=O)CS(=O)(=O)Cc2ccccc2)cc1,-0.5%[76.3 µM]
CC1=C([N+](=O)[O-])C(c2ccccc2)NC(=O)N1 (configuration not stated),13.3%[76.3 µM]
O=C(NC1CCCC1)C(c1ccncc1)N(C(=O)c1csnn1)c1cccc(Cl)c1 (configuration not stated),-9.1%[76.3 µM]
O=C(Nc1ccc2c(c1)OCCO2)C(=O)c1c[nH]c2ccccc12,-2.4%[76.3 µM]
O=C(N/N=C/C1CC2CCC1C2)C1CC1 (configuration not stated),1.1%[76.3 µM]
COc1ccc(S(=O)(=O)c2cn(C)c3cc(N4CCOCC4)c(F)cc3c2=O)cc1,8.5%[76.3 µM]
COc1ccc(C2=NS(=O)(=O)N(C)C(C(=O)Nc3ccc(F)cc3F)=C2)cc1,-7.1%[76.3 µM]
Cc1ccc(NC(=O)C2CCN(S(=O)(=O)c3ccc4[nH]c(=O)ccc4c3)CC2)cc1C,13.8%[76.3 µM]
O=C(CCSc1ccc(Br)cc1)c1ccc(O)cc1,-3.2%
COc1ccccc1CN(C)C(=O)c1cc(C)nc2ccccc12,-5.3%
CCN1CCN(C(=O)c2ccc(COc3cccc(Cl)c3)o2)CC1,0.9%
CCOC(=O)c1cc(-c2ccccc2)n(CC2CC(c3ccc(OC)cc3)=NO2)n1 (configuration not stated),-0.7%[76.3 µM]
Nc1ccc(C(=O)NCCCCCCNC(=O)c2ccc(N)cc2)cc1,-2.2%
CCC(=O)N1CCc2cc(Br)cc(S(=O)(=O)NCc3ccccc3OC)c21,12.9%

# Reprinted at random: 3 records from the list.
SMILES,GAA glycogen mod
CCN1CCN(C(=O)c2ccc(COc3cccc(Cl)c3)o2)CC1,0.9%
Nc1ccc(C(=O)NCCCCCCNC(=O)c2ccc(N)cc2)cc1,-2.2%
O=C(CN(C(=O)c1csnn1)c1ccccc1F)NCc1ccccc1,2.3%

# Another view of some results above:
structure: COc1ccc(S(=O)(=O)c2cn(C)c3cc(N4CCOCC4)c(F)cc3c2=O)cc1
  GAA glycogen mod: 8.5%[76.3 µM]

structure: COc1ccc(C2=NS(=O)(=O)N(C)C(C(=O)Nc3ccc(F)cc3F)=C2)cc1
  GAA glycogen mod: -7.1%[76.3 µM]

# Next compounds follow.
SMILES,GAA glycogen mod
CCOC(=O)C1=C(C)N(C)C(=O)NC1c1c(O)ccc2ccccc12 (configuration not stated),-2.4%
CN(C(=O)CS(=O)(=O)c1cn(CC(=O)N2CCCCC2)c2ccccc12)c1ccccc1,-2.6%[76.3 µM]
Cc1ccc(N2CC(C(=O)N/N=C/c3c(F)cccc3Cl)CC2=O)cc1 (configuration not stated),-2.4%[76.3 µM]
CCn1c(CCc2ccccc2)nnc1SCC(N)=O,-0.1%[76.3 µM]
Cc1cccc(OC(=O)c2snnc2C)c1C,11.8%[76.3 µM]
Cc1cccc(C(=O)N2N=C(c3ccc(NS(C)(=O)=O)cc3)CC2c2cccs2)c1 (configuration not stated),-9.3%
COCCNC(=O)C1CCC(CNS(=O)(=O)c2c(C)cc(C)cc2C)CC1 (configuration not stated),8.8%
Cc1cc(C(=O)N2CCCC(N3CCN(c4cccc(Cl)c4)CC3)C2)nc(C)n1 (configuration not stated),-0.6%[76.3 µM]
O=C(NC12CC3CC(CC(C3)C1)C2)c1cncc(Br)c1,-7.0%[76.3 µM]
COc1ccc(Cl)cc1NC(=O)CSc1cn(CC(=O)N2CCCCC2)c2ccccc12,6.3%[76.3 µM]
Cc1ccc(C(=O)C2CCN(S(=O)(=O)c3ccc(C(=O)O)cc3)CC2)cc1,-9.8%
C/C(=N\NC(=O)c1nnn(-c2nonc2N)c1CSc1ccc(C)cc1)c1ccco1,-3.1%[76.3 µM]
O=c1[nH]c(C2CCN(S(=O)(=O)c3ccc(S(=O)(=O)NC4CC4)cc3)CC2)nc2c1nnn2Cc1ccccc1,-9.4%
COc1ccc(C2(c3ccc(OC)cc3)NC(=O)N(CC(=O)Nc3ccc(OC)c(OC)c3)C2=O)cc1,2.9%
O=C(CSc1nnc(CNC(=O)c2ccccc2)o1)NCc1ccccc1,-0.1%[76.3 µM]
CC(=O)Nc1ccc(S(=O)(=O)NCC2CCC(C(=O)NCCCOC(C)C)CC2)cc1 (configuration not stated),-6.0%
CCc1ccc(CNC(=O)C2CCN(c3nn4cc(-c5ccc(F)cc5)nc4s3)CC2)cc1,?
CCOc1ccc(Nc2nc3c(C)cccc3cc2C#N)cc1,11.2%[76.3 µM]
Cc1cc2c(cc1S(=O)(=O)C(C)CC(=O)NCc1ccco1)OCC(=O)N2 (configuration not stated),-3.8%[76.3 µM]
CC(=O)c1cccc(N2C(=O)CN(S(C)(=O)=O)CC2(C)C(=O)NC2CCCC2)c1 (configuration not stated),-5.4%[76.3 µM]
NS(=O)(=O)c1ccc(CCNC(=O)Cc2cccs2)cc1,-0.3%[76.3 µM]
O=[N+]([O-])c1ccc(CSc2ccccn2)cc1,-0.6%
CN1CC(=O)N2Cc3[nH]c4ccccc4c3C[C@H]2C1=O,-5.9%
Cc1cccc(NC(=O)Cn2cnc(S(=O)(=O)N3CCCC3)c2)c1C,-19.8%[76.3 µM]
CCOC(=O)c1c(C)sc(-c2c(-c3cc(C)ccc3C)[nH]c3c2c(=O)n(C)c(=O)n3C)c1O,?

# In a second layout: entries from further up.
GAA glycogen mod | compound
-19.8%[76.3 µM] | Cc1cccc(NC(=O)Cn2cnc(S(=O)(=O)N3CCCC3)c2)c1C
? | CCc1ccc(CNC(=O)C2CCN(c3nn4cc(-c5ccc(F)cc5)nc4s3)CC2)cc1
-2.4%[76.3 µM] | Cc1ccc(N2CC(C(=O)N/N=C/c3c(F)cccc3Cl)CC2=O)cc1 (configuration not stated)
6.3%[76.3 µM] | COc1ccc(Cl)cc1NC(=O)CSc1cn(CC(=O)N2CCCCC2)c2ccccc12
-2.6%[76.3 µM] | CN(C(=O)CS(=O)(=O)c1cn(CC(=O)N2CCCCC2)c2ccccc12)c1ccccc1

# Five compounds already listed, sorted by SMILES length, falling.
SMILES,GAA glycogen mod
CN(C(=O)CS(=O)(=O)c1cn(CC(=O)N2CCCCC2)c2ccccc12)c1ccccc1,-2.6%[76.3 µM]
Cc1cccc(C(=O)N2N=C(c3ccc(NS(C)(=O)=O)cc3)CC2c2cccs2)c1 (configuration not stated),-9.3%
Cc1ccc(C(=O)C2CCN(S(=O)(=O)c3ccc(C(=O)O)cc3)CC2)cc1,-9.8%
O=C(CSc1nnc(CNC(=O)c2ccccc2)o1)NCc1ccccc1,-0.1%[76.3 µM]
O=[N+]([O-])c1ccc(CSc2ccccn2)cc1,-0.6%

# The listing continues:
SMILES,GAA glycogen mod
Cc1cccc(-n2c(C)nc3cc(C(=O)NCC4CCCO4)ccc32)c1 (configuration not stated),6.0%[76.3 µM]
Cc1cc(C(=O)Nc2cccc3ccccc23)c(C)o1,1.2%
O=C(COc1ccc(Br)cc1)Nc1ccc(S(=O)(=O)Nc2ccccn2)cc1,2.4%[76.3 µM]
COc1ccccc1C(=O)NNC(=O)c1cccc(C)c1,15.1%[76.3 µM]
CCCCN(Cc1cccs1)S(=O)(=O)c1ccc(-c2ccc(=O)[nH]n2)s1,-7.7%[76.3 µM]
Cc1nn(CC(=O)Nc2ccc3nc4n(c(=O)c3c2)CCCC4)c(C)c1[N+](=O)[O-],8.2%[76.3 µM]
CSCC(=O)N1CCc2ccc(NC(=O)c3ccccc3Cl)cc2C1,13.3%[76.3 µM]
O=C(Nc1ccccc1C(=O)NCc1cccnc1)c1ccccc1Cl,-8.1%[76.3 µM]
CCOc1ccccc1NC(=S)NC1CC2CCC1C2 (configuration not stated),-2.4%
CC1CC(C)CN(C(=O)c2ccc3nc[nH]c3c2)C1 (configuration not stated),-11.8%[76.3 µM]
Cc1cc(OCC(O)CN2CCN(c3ccccn3)CC2)cc(C)c1Cl (configuration not stated),5.2%[76.3 µM]
Clc1ccc(-c2nc(N3CCOCC3)nc3ccccc23)cc1,9.6%[76.3 µM]
Cc1cc(C)nc(SCc2ccc(Br)cc2)n1,-3.5%[76.3 µM]
O=S(=O)(Nc1ccc(N2CCOCC2)cc1)c1cc(Cl)ccc1Cl,-13.2%
C=CCOc1ccc(/C=C/C(=O)OCC(=O)N(C)C2CCS(=O)(=O)C2)cc1 (configuration not stated),0.6%[76.3 µM]
CC(NC(=O)CNC(=O)c1ccco1)c1ccccc1 (configuration not stated),-7.7%[76.3 µM]
O=C(Cc1ccc(S(=O)(=O)N2CCOCC2)s1)Nc1ccccc1N1CCCC1,3.5%[76.3 µM]

# The list is partial; count on the stated rates, not on these rows.
